Screening data as filed in PubChem BioAssay.
Lipid storage S3: qHTS Assay for Lipid Storage Modulators in Drosophila S3 Cells; Drosophila S3 cells, BODIPY lipid droplet fluorescence, 18-24 h; cells fed with added oleic acid; lipid storage change, negative = inhibition, % at the top dose, mostly 46.1 µM; hits show Potency in µM; 320,000 compounds, 0.64% hits; active means well fitted inhibition curve with a large enough effect in the signal ratio, with a control signal flat, not every such curve was filed as active; inconclusive means small, poorly fitted or top-dose-only effect, or effect the other way, or a change in a side signal; the % refers to the signal ratio
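Drosophila S3 cells loaded with oleic acid (400 uM, as added) and compounds at several concentrations; lipid droplets imaged by 488-nm laser-scanning cytometry, 500–530 nm intensity and object ratio to cell channel. Percent activity normalized to 20 uM Triacsin C.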
Lipid storage S3 cell count max: recorded beside Lipid storage S3, whose call it bears; cell number change, %; measured here: cell count max response;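 cells counted by Cell Tracker Red CMTPX staining in the red channel; peak over a dose series mostly up to 46.1 µM; percent activity relative to internal control wells on each plate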
Numbers without * were called inactive; i = inactive; ? = inconclusive; / = no result given; [ ] = remark or other dose. On the % scale 0 is the no-effect control and ±100 the full control effect; potency means the concentration at half of the fitted maximal effect.

Second line of a record – Lipid storage S3, Lipid storage S3 cell count max
COc1cccc(CNC(=O)c2nnn(CC(=O)Nc3cc(C)ccc3C)c2N)c1
    i, 10
COc1ccc(C(=O)N/N=C(\CCC(=O)O)c2ccc(C(C)(C)C)cc2)cc1OC
    ?, /
O=C(c1ccccc1)n1ccn(-c2ccccc2)c1=S
    1%, -5
Cc1cccc(OCC(=O)NCC(=O)N/N=C/c2cc(Br)cc(Br)c2O)c1
    i, 28
CSc1ccc(/C=N/n2nnnc2N)cc1
    i, -7
CCOC(=O)[C@@H]1[C@H]2COc3cc(OC)ccc3[C@@H]2N2C(=O)N(c3cccc(C)c3)C(=O)[C@@]12C
    ?, /
COC(=O)c1cccc(N(CC(=O)NC2CCCC2)C(=O)CNC(=O)c2cccs2)c1
    ?, /
Cc1csc(NC(=O)Cc2ccc(F)cc2)n1
    i, /
Cn1c(=O)c(C(=O)COC(=O)c2cc(C(F)(F)F)nc3c(C(F)(F)F)cccc23)c(N)n(CC2CC2)c1=O
    ?, /
CC(C)Oc1ccc(CNC(=O)C2CCCN(S(=O)(=O)N3CCOCC3)C2)cc1 (stereo not given)
    i, 24
CCc1cccc(CC)c1NC(=S)N(CCN(C)C)C(C)c1cccnc1 (stereo not given)
    7%, /
COc1ccc(-c2ccnc(SCC(=O)Nc3ccccn3)n2)cc1
    0%, 10
CC1(C)C(=O)Nc2ccccc2N1C(=O)COC(=O)C1CCCCC1
    ?, /
COC(=O)N/N=C/c1cc(N=Nc2ccccc2)ccc1O
    -14%, -1
CNC(=S)N/N=C/c1c(Cl)cccc1Cl
    ?, /
Fc1ccc(C2=NOC(c3nnc(-c4ccccc4)o3)C2)cc1 (stereo not given)
    4%, 15
CC(=O)N1CCN(C(=O)c2cc3c(s2)CCC(C)C3)CC1 (stereo not given)
    ?, /
COc1ccccc1C1CCCN1Cc1nc(-c2cc3c(cc2Cl)OCO3)oc1C (stereo not given)
    -2%, 6
COc1ccc(OC)c(Nc2nc(N)nc(CSc3nnc(N)s3)n2)c1
    ?, /
O=C(CCN1C(=O)c2ccccc2S1(=O)=O)Nc1ccc2c(c1)OCCO2
    6%, -10
CC(=O)Nc1cccc(OCC(=O)Nc2ccccc2)c1
    ?, /
CCCc1cc(=O)[nH]c(SCc2ccc(Cl)cc2)n1
    ?, /
Cc1cc(C)c2c(CCl)cc(=O)oc2c1
    ?, /
CCOc1ccc(Nc2cc3n(c(=O)n2)CCc2cc(OC)c(OC)cc2-3)cc1
    -11%, -17
CCCn1c2ccc(C)cc2c2nnc(SCCN3CCCCC3)nc21
    ?, /
CCCCS(=O)(=O)N1CCCC(C(=O)Oc2ccccc2)C1 (stereo not given)
    12%, 12
O=C(C1CC1)N1CCN(c2ccc([N+](=O)[O-])cc2-n2cccc2)CC1
    ?, /
CC(C)C(c1nnnn1CC1CCCO1)N1CCN(C2CCCC2)CC1 (stereo not given)
    ?, /
c1ccc(CCc2nc(-c3ccccc3)no2)cc1
    ?, /
CCSc1nncn1/N=C/c1ccc(OC)c(OC)c1
    ?, /
NC(=O)N1CC(O)CC1C(=O)Nc1ccc(Cl)c(Cl)c1 (stereo not given)
    ?, /
CC(=O)c1c(C)[nH]c(C(=O)Nc2ccc(F)cc2F)c1C
    ?, /
CCCCCn1c(Sc2ncccn2)nc2c1c(=O)[nH]c(=O)n2C
    3%, 0
COc1ccc(N2CCN(C(CNC(=O)C(C)(C)C)c3cccnc3)CC2)cc1 (stereo not given)
    2%, -8
C/C=C/c1ccc(OCC(=O)Nc2cc(OC)c(OC)c(OC)c2)c(OC)c1
    ?, /
CCOC(=O)CNC(=S)n1ncnc1N
    ?, /
CC(=O)Cc1nsc(NC(=O)c2ccc(-c3ccccc3Cl)o2)n1
    i, -6
CC(Cc1ccccc1)C(=O)NCc1ccccn1 (stereo not given)
    -7%, 6
COc1cccc(OC)c1C(=O)Nc1cccc(C(C)=O)c1
    10%, 2
CCCCNC(=S)N1CCN(c2nc3ccccc3s2)CC1
    0%, -7
CS(=O)(=O)N1CCC(C(=O)N2CCN(C(c3ccccc3)c3ccccc3)CC2)CC1
    ?, /
COc1ccc(-n2ccc(-c3nn(-c4cccc(C(F)(F)F)c4)ccc3=O)n2)cc1
    i, /
CC1CCCc2sc3nc(N4CCN(CCO)CC4)n4ncnc4c3c21 (stereo not given)
    ?, /
CC(C#N)Sc1nc2ccccc2c(=O)n1-c1ccccc1 (stereo not given)
    ?, /
NNC(=O)c1ccc(COc2ccc3ccccc3c2)o1
    8%, 14
CC(C)=C(NC(=O)c1ccccc1)C(=O)N1CCOCC1
    ?, /
CCC1CN(C(=O)NCc2ccc(C)cc2)c2cc(Cl)ccc2O1 (stereo not given)
    ?, /
CC[C@@H](C)[C@@H](C(=O)N1CCN(C(=O)OC(C)(C)C)CC1)n1cc(CCCN=C(NC(=O)OC(C)(C)C)NC(=O)OC(C)(C)C)nn1
    -15%, -6
CCN(C(=S)Nc1ccc(OC(F)F)cc1)C1CCCCC1
    ?, /
O=C(O)c1cc(Cl)ccc1NC(=O)C1CCCO1 (stereo not given)
    ?, /

The listing continues:
Second line of a record – Lipid storage S3, Lipid storage S3 cell count max
O=C(Nc1ccc(N2CCOCC2)cc1N1CCOCC1)c1ccco1
    i, -13
COc1ccccc1-n1cnc2cc(NC(=O)c3ccco3)ccc21
    ?, /
COc1cc(C2Nc3ccc4ncccc4c3C3=C2C(=O)CCC3)cc(OC)c1O (stereo not given)
    ?, /
Nc1nc(C2CCOCC2)cs1
    8%, 2
CC(C)(C)NCC(=O)N/N=C/c1ccc(OCc2ccccc2)cc1
    0%, 0
CC(C)c1nc(CNC(=O)CC2C(=O)NCCN2Cc2cccc(F)c2F)cs1 (stereo not given)
    ?, /
CCCCCOC(=O)CSc1nnc(-c2cc(OC)c(OC)c(OC)c2)o1
    -10%, -19
N/C(=N\OC(=O)c1cccc2ccccc12)c1cccc([N+](=O)[O-])c1
    16%, -15
COc1ccc(CNS(=O)(=O)NCc2ccc(OC)c(OC)c2)cc1OC
    ?, /
O=c1[nH]c(SCc2nc3ccccc3c(=O)n2-c2ccccc2)nc2ccccc12
    13%, 3
Cc1cccc(NC(=S)N(Cc2cccs2)Cc2cc3cc(C)ccc3[nH]c2=O)c1
    ?, /
COCCNC(=O)C(c1ccc(C)o1)N(C(=O)c1snc(C(N)=O)c1N)c1ccc(C)c(C)c1 (stereo not given)
    ?, /
O=C(NCC1CCCO1)C(c1cccs1)N(C(=O)c1ccc(CN2CCOCC2)o1)c1ccc(Cl)cc1 (stereo not given)
    ?, /
COc1ccc(NC(=O)c2cccc(Oc3ccccc3)c2)cn1
    ?, /
CCCN(CC(=O)Nc1cc(Cl)ccc1Cl)C(=O)CN1C(=O)C2CCCCC2C1=O (stereo not given)
    i, -10
O=C(Nc1ccc(S(=O)(=O)N2CCCCCC2)cc1)c1ccc(Br)o1
    ?, /
CC1C/C(=N\NC(=S)NC(C)C)CC(C)(C)C1 (stereo not given)
    ?, /
COc1cc(C(=S)N2CCOCC2)cc(OC)c1OC(=O)c1cccc(C)c1
    ?, /
O=C(Nc1ccc(-c2csc(Nc3ccc(Cl)cc3)n2)cc1)c1cccc(C(F)(F)F)c1
    14%, -18
O=C(NNC(=O)C1COc2ccccc2O1)c1cccc([N+](=O)[O-])c1 (stereo not given)
    ?, /
CCCN1C(=O)/C(=C/c2ccco2)SC1=Nc1ccc(OC)cc1
    ?, /
O=C(N/N=C/c1ccncc1)c1cccc(S(=O)(=O)Nc2ccc(Cl)cc2)c1
    ?, /
O=C1CC(c2ccc(F)cc2)Cc2nc(N3CCN(c4ccccc4)CC3)ncc21 (stereo not given)
    ?, /
Cc1nc(C)n(C)c(=O)c1-c1ccccc1
    ?, /
CCOc1ccc(NC(=O)c2ccc(NC(=O)COC(=O)Cc3ccc(OC)cc3)cc2)cc1
    ?, /
COCC(C)NC(=O)c1cc(-c2ccc(O)cc2)on1 (stereo not given)
    5%[9.22 µM], 12
O=C(CSc1ncccn1)NCc1ccc(Cl)cc1
    -4%, -5
COC(=O)N/N=C\c1c(C)nn(-c2ccccc2)c1Cl
    10%, -13
O=C(C1CCN(S(=O)(=O)c2cccc([N+](=O)[O-])c2)CC1)N1CCOCC1
    -18%, 3
CCn1c(C)c(C)c2cc(C(=O)N3CCN(c4ccccc4)CC3)ccc21
    ?, /
COC(=O)c1cc2occc2n1Cc1ccc(Cl)cc1
    1%, -8
Cc1ccc2nc(NC(=O)COC(=O)CSc3nc(C)cc(C)n3)sc2c1
    ?, /
COc1ccc(C=O)cc1CN1CCCN(Cc2ccccc2F)S1(=O)=O
    ?, /
Cc1ccc2[nH]c(=O)c(CN(Cc3ccco3)C(=O)c3ccncc3)cc2c1
    28%, -3
Cc1csc(NC(=O)CSCc2c(C)noc2C)n1
    ?, /
Cc1cc(C)c2nc(Cl)c(C3NC(=O)c4ccccc4N3)cc2c1 (stereo not given)
    ?, /
Cc1nnc(SCC(=O)N2CCc3ccccc3C2)n1-c1ccccc1
    ?, /
O=S1(=O)N=C(N(CCO)/N=C/c2ccncc2)c2ccccc21
    0%, -6
C=CCN(CC=C)C(=O)c1c(OC)cccc1OC
    ?, /
O=[N+]([O-])c1cnn(-c2nc(-c3ccccc3)cc(C(F)(F)F)n2)c1
    ?, /

A draw from above in order of count of non-hydrogen atoms, low to high.
Second line of a record – Lipid storage S3, Lipid storage S3 cell count max
CC1C/C(=N\NC(=S)NC(C)C)CC(C)(C)C1 (stereo not given)
    ?, /
O=C(NNC(=O)C1COc2ccccc2O1)c1cccc([N+](=O)[O-])c1 (stereo not given)
    ?, /
COC(=O)c1cccc(N(CC(=O)NC2CCCC2)C(=O)CNC(=O)c2cccs2)c1
    ?, /

In the list so far, these contain two or more sulfur atoms:
Second line of a record – Lipid storage S3, Lipid storage S3 cell count max
COc1ccc(OC)c(Nc2nc(N)nc(CSc3nnc(N)s3)n2)c1
    ?, /
CCCCNC(=S)N1CCN(c2nc3ccccc3s2)CC1
    0%, -7
Cc1cccc(NC(=S)N(Cc2cccs2)Cc2cc3cc(C)ccc3[nH]c2=O)c1
    ?, /
Cc1ccc2nc(NC(=O)COC(=O)CSc3nc(C)cc(C)n3)sc2c1
    ?, /
Cc1csc(NC(=O)CSCc2c(C)noc2C)n1
    ?, /

(further entries)
Second line of a record – Lipid storage S3, Lipid storage S3 cell count max
O=C(NC(=S)N1CCN(c2ccc([N+](=O)[O-])cc2)CC1)c1ccccc1F
    ?, /
COc1cc(OC)c(NC(=S)NCc2ccc(F)cc2)cc1Cl
    -3%, 8
CCCCc1nn2c(N)c(/C=C3\C=Nc4ccccc43)c(=O)nc2s1
    ?, /
CC(C)(C)C(=O)OCCn1c(=O)c2cc3c(=O)n(CCOC(=O)C(C)(C)C)c(=O)c3cc2c1=O
    6%, 10
OCC1(Cc2ccccc2)CCN(Cc2ccc(-c3ccco3)cc2)CC1
    ?, /
CC(C)C(=O)NC(=S)Nc1ccc(CN2CCOCC2)cc1
    ?, /
Cc1cccc(Sc2nc(-c3ccccc3)ncc2C(=O)O)c1
    -2%, -15
Cn1c(-c2ccc(F)cc2)cnc1SCC(=O)NCc1ccco1
    ?, /
OCCn1c(-c2ccc(F)cc2)csc1=Nc1ccccc1
    6%, -7
CCc1cccc(C)c1NC(=S)NCc1ccccc1
    ?, /
O=C(CCN1CCN(c2ccccc2)CC1)N/N=C/c1ccc([N+](=O)[O-])o1
    ?, /
CCCCN(C(=O)Oc1ccccc1)C1CCS(=O)(=O)C1 (stereo not given)
    -9%, -1
CC1CCCN(C(=O)C2CCCN(S(=O)(=O)c3cccc4nsnc34)C2)C1 (stereo not given)
    i, 7
O=C(CSc1nnc(NC(=O)C2CCCCC2)s1)NCc1ccco1
    ?, /
O=C(CCNS(=O)(=O)c1ccccc1C(F)(F)F)NCC(c1ccco1)N1CCCCC1 (stereo not given)
    i[0.0737 µM], /
Cc1ccsc1/C=C(\C#N)C(=O)NCc1ccco1
    ?, /
O=C(O)c1cn(CCOc2ccccc2Cl)c2ccccc12
    ?, /
O=C(Nc1ccc(N2CCN(C(=O)c3ccccc3)CC2)c(Cl)c1)c1ccco1
    i, -17
c1csc(Cc2nn3c(-c4ccncc4)nnc3s2)c1
    ?, /
C[C@H](NC(=O)c1nc[nH]c1C(=O)N1CCN(c2ccccc2)CC1)C(=O)OC(C)(C)C
    16%, 7
O=C(O)c1ccc(/C=N/NC(=S)NCCN2CCOCC2)cc1
    ?, /
O=c1c2sc3nc(N4CCOCC4)c4c(c3c2ncn1CCc1ccccc1)CCCC4
    -6%, 15
Oc1ccc(N=Nc2ccc(Br)cc2)c(O)c1
    ?, /
COc1ccc(N(C)C(=O)c2cc3c(s2)-c2ccccc2OC3)c(OC)c1
    i, -2
COCCNC(=O)CCCC(=O)NCCOC
    ?, /
COc1ccc(/C=N/NC(=O)Cc2cc(OC)c(OC)cc2[N+](=O)[O-])cc1
    ?, /
COc1ccc(Cl)c(Cn2c(NCC(C)O)nc3c2c(=O)n(C)c(=O)n3C)c1 (stereo not given)
    ?, /
CNC(=O)C1CCN(S(=O)(=O)c2c(C)noc2/C=C/c2ccc(C)cc2)CC1
    ?, /
Cn1nc(C(C)(C)C)cc1NC(=O)Nc1cc(Cl)cc(Cl)c1
    ?, /
Cc1ccc(-c2nn(-c3ccccc3)cc2/C=N/O)cc1
    ?, /
CCCc1nnc(NC(=O)Cn2c(=O)sc3ccccc32)s1
    20%, 7
CC1CC(CC(C)C(=O)Nc2nncs2)C(=O)O1 (stereo not given)
    -1%, 1

This is a subset; rates above refer to the full screens.
